# phage Ecoli inh – E. coli growth loss with phage present; AID 651602; inhibition, % at 11.9 µM; growth absorbance; 0.26% of 360,000 active; in the data active means inhibition above about 11%
# SUMO Mot1 rescue – SUMOylation pathway inhibition by Mot1-301 growth rescue; S. cerevisiae Mot1-301 growth rescue, ATP luminescence, 38.5C; percent above DMSO median, 100 means doubled; growth rescue, % at 18.8 µM; 1% of 320,000 active;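 active means every valid replicate shows activation above 250% relative to neutral control wells; inactive means the rest, any valid replicate at or below 250%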;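 further: OY570 slx delta 5 strain wells were the positive control but not used for scaling; some compounds called inactive have numbers as strong as hits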
# Arrestin-AP2 inh – blocks beta-arrestin peptide binding to AP2 adaptin. FITC-arrestin peptide / GST-AP2 beads, flow cytometry; AP2 beta2 appendage carries R879A mutation. 0.31% of 340,000 active. inhibition, % at 10 µM;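 active means inhibition above a set limit, near 3 SD of compounds lacking own fluorescence, cut at about 54% in these data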;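 further: plate controls were DMSO wells for no effect and 5 µM unlabelled arrestin peptide for full effect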
#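 system = GST-tagged AP2 beta2-adaptin appendage (R879A) on 4 µm glutathione beads | reagent = FITC-labelled arrestin peptide probe, 50 nM final | schedule = compound with beads 12 min RT, then probe 1 h RT | signal = HyperCyt-sampled flow cytometry, FL1 channel, ex 488/em 535 nm | read-out = percent response from loss of bead-bound FITC fluorescence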
# PfHsp90 set2 – reduces growth (ATP signal) of yeast expressing P. falciparum Hsp90. S. cerevisiae expressing PfHsp90, BacTiter-Glo ATP, 48 h; yeast lacking PDR1 and PDR3 efflux regulators. inhibition, % at 9.4 µM. 0.32% of 310,000 active;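 active means every replicate shows inhibition above about 80%, whatever the replicate mean, limit read from the data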;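 further: 0% = DMSO neutral controls and 100% = 20 µM radicicol positive controls; yeast relying on Plasmodium falciparum Hsp90 in place of its own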
# PKA-R1A act – activators of PKA-R1A complex; P00514+P68181; PKA-R1A dissociation, Cy5-IP20 fluorescence polarization; scaled: DMSO 0%, 113 µM cGMP 100%; activation, % at 11.4 µM; 0.083% of 340,000 active; AID 504707;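 active means percent activation above the mean of all tested compounds plus 3 SD, cut at about 19% in these data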;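 further: higher means more PKAc released from R1A so a rise in polarization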
# Tat transport – inhibitors of E. coli Tat protein transport; 0.036% of 340,000 active; E. coli MC4100 TorA-mCherry Tat export, fluorescence; inhibition, % at 10 µM; AID 488895;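 active means mean replicate inhibition at least 50% and at least half of replicates individually reaching 50%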;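 further: exported cargo escapes ClpAP degradation while cytoplasmic cargo is degraded and loses fluorescence; 0% = median of neutral control wells and 100% = median of NaSCN control wells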
# E coli growth – reduces bacterial viability in AddAB counter-screen | E. coli V3065 growth, OD600 absorbance, 18 h | inhibition, % at 11.9 µM | AID 449728 | 0.27% of 330,000 active;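 active means inhibition above the campaign's mean inhibition across all tested compounds plus 3 SD, cut at about 9.9% in these data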;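 further: uninfected addAB+ strain grown without phage in ampicillin broth; 0% = DMSO wells and 100% = ciprofloxacin 0.95 µg/ml wells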
# OPRM1-OPRD1 inv – mu-delta opioid heterodimer inverse agonism; inhibition, % at 9.3 µM; AID 504357; 0.21% of 340,000 active; cell-based MOR-DOR heterodimer luminescence; P35372+P41143; in the data active means inhibition above about 22%, passing the limit was not always enough;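 further: 0% = cells with DMSO and 100% = wells without cells with DMSO; values of inactives mirror those of a sister screen read the other way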
# OPRM1-OPRD1 ag – OPRM1-OPRD1 heterodimerization agonism; cells, luminescence; 0.3% of 340,000 active; activation, % at 9.3 µM; AID 504326; in the data active means activation above about 18%;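 further: 0% = vehicle-treated cells and 100% = reference agonist; values of inactives mirror those of a sister screen read the other way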
# DSG3 Ab inh – inhibitors of pemphigus antibody binding to human desmoglein-3 | binding (percent of control), % at 10 µM | 0.48% of 310,000 active | DSG3-coupled beads, scFv-anti-DSG3-GFP binding, flow cytometry; active compounds read low | AID 588358 | P32926;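 active means binding more than 3 SD below its plate's average and above zero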;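 further: hits lower antibody fragment binding to DSG3; some compounds called inactive have numbers as strong as hits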
# Target sequence (P32926 whole entry, looked up, the tested form may be a part): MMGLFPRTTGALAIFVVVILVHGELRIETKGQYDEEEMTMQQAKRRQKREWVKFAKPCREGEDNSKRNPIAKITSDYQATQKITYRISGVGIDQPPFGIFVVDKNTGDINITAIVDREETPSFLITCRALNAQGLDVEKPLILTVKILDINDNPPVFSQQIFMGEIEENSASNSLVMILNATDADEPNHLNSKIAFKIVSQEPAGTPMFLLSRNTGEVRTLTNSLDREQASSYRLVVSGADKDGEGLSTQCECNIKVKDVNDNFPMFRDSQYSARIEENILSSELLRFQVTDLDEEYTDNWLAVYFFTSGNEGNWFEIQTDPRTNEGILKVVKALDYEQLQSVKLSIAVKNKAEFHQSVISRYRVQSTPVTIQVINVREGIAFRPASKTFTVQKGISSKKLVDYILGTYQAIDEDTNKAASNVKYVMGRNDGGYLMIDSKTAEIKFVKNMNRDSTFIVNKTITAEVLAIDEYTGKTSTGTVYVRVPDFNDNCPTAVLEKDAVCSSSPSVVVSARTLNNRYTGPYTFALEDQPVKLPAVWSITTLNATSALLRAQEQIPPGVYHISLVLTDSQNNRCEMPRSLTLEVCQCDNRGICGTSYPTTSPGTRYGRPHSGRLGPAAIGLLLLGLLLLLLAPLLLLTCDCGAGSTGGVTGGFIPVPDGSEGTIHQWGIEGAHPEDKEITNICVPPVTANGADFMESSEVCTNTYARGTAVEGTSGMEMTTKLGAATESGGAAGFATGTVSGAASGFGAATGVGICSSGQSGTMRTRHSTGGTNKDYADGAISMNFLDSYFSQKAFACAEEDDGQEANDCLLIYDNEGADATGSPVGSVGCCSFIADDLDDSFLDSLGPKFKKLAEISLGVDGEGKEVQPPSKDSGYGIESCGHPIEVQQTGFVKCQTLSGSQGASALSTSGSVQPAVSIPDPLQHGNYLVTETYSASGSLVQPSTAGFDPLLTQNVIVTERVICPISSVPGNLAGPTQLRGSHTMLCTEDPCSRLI
# AddAB inh – less growth of phage-infected E. coli with AddAB; AID 435030; 0.29% of 330,000 active; inhibition, % at 11.9 µM; E. coli expressing H. pylori AddAB, absorbance growth; in the data active means inhibition above about 12%;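 further: 0% = vehicle wells of infected cells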
# An asterisk follows results filed as active; . = no result given.
SMILES,phage Ecoli inh,SUMO Mot1 rescue,Arrestin-AP2 inh,PfHsp90 set2,PKA-R1A act,Tat transport,E coli growth,OPRM1-OPRD1 inv,OPRM1-OPRD1 ag,DSG3 Ab inh,AddAB inh
COc1ccc(Cl)cc1C(=O)NC(C)C,3.0,-10.0,29.4,-25.0,5.0,0.3,-2.4,10.8,-2.1,98.8,0.5
Cc1ccc(C(=O)Nc2nnc(-c3ccc(C(C)(C)C)cc3)s2)cc1,1.0,-17.4,-3.9,-3.0,-3.6,-8.6,0.8,-1.3,0.2,92.7,1.4
O=C(Nc1ccc(F)cc1F)c1ccc(S(=O)(=O)N2CCCCC2)cc1,-0.6,-8.7,-18.8,10.3,7.1,-0.9,-4.6,8.3,-1.5,104.1,0.6
Cc1cc(NC(=O)CSc2nnc(C)o2)no1,2.8,12.2,4.8,11.0,1.3,-5.1,-1.3,10.1,-1.9,.,4.5
c1ccc(-n2cc(CN3CCC(N4CCOCC4)CC3)c(-c3ccc4c(c3)OCO4)n2)cc1,1.9,-12.8,15.8,2.1,-4.5,-6.6,1.5,-1.1,0.2,101.6,0.7
CCOC(=O)c1cccc(NC(=O)Cn2cnc3c2c(=O)n(C)c(=O)n3C)c1,3.3,14.1,8.7,17.7,-5.3,2.6,0.1,.,.,102.3,0.3
COc1cccc(COC(=O)C2CCN(S(=O)(=O)c3ccc(Cl)cc3)CC2)c1OC,2.1,5.5,21.8,13.4,-3.4,4.2,3.5,-7.8,1.2,100.7,2.6
CN(c1ccccc1)S(=O)(=O)c1cccc(NC(=O)CCNC(=O)c2ccccc2)c1,1.6,-8.0,-10.9,27.2,-9.7,3.0,-2.3,14.2,-3.5,87.6,1.2
O=C(CSc1nnc(COc2ccccc2)n1Cc1ccco1)NCc1ccco1,0.2,-3.5,6.5,2.2,0.7,-10.9,-0.4,17.4,-3.1,105.3,2.8
CCCN(CC1CCCO1)C(=O)c1cc(COc2ccc(F)cc2F)on1 (centres undefined),0.8,-0.7,7.4,-20.5,-5.5,-4.1,1.6,-7.4,1.1,97.8,0.6
COc1ccc(-c2sc3ccc(OC)cc3c2-c2ccc(OC)nc2)cc1,1.5,-6.0,2.9,.,-5.8,-1.8,-3.1,-19.7,3.6,103.2,-0.8
COc1ccc(/C(N)=N/OC(=O)c2cc(-c3ccccc3)nc3ccccc23)cc1,3.1,7.4,2.5,2.0,-5.8,-9.5,-1.7,8.7,-1.7,100.1,-0.3
Cc1ccc(NC2=C(C(=O)c3ccccc3)N(C)S(=O)(=O)c3ccccc32)cc1,7.3,10.5,8.6,-12.0,-1.8,9.2,-0.3,-4.5,0.9,95.8,0.0
CCC(=O)c1ccc(OCC(=O)N2CCN(C(=O)c3ccccc3)CC2)cc1,-1.0,29.6,-9.2,-24.1,0.7,3.8,-3.0,15.0,-4.0,108.8,2.7
CC(C)c1cc(O)c(-c2ccccc2)c(=O)n1-c1ccc(Cl)cc1,-2.9,18.6,11.8,-5.9,-16.6,4.4,-2.6,20.7,-4.0,100.0,1.6
COc1ccc(-c2ncn(CCC#N)c2[N+](=O)[O-])cc1,6.2,0.6,-1.9,-8.4,8.8,-11.4,7.4,-6.7,0.9,89.4,10.1
COc1ccc2nc(NC(=O)C3CCN(C(=O)c4ccco4)CC3)sc2c1,3.0,154.9,-3.9,5.2,-5.8,-4.0,1.3,-1.5,0.2,98.3,6.4
O=C(CN1CCN(S(=O)(=O)c2ccc(Cl)cc2)CC1)NC1CCCC1,2.1,-4.5,0.1,-8.0,-8.3,-4.8,-0.1,3.1,-0.8,109.9,2.8
Cn1c(C(=O)NC2CCCCC2)cc2c(=O)n3ccccc3nc21,0.4,11.1,59.6*,4.5,12.3,-6.1,1.1,7.8,-1.5,103.1,1.9
Cc1cc(N)n(-c2ccc([N+](=O)[O-])cc2)n1,2.6,.,-2.8,11.8,1.9,6.2,-0.9,-0.8,0.2,.,-0.6
COc1ccc(-c2nnc(SC(C(=O)c3c[nH]c4ccccc34)c3ccccc3)n2N)cc1OC (centres undefined),4.3,196.2,0.1,-15.1,-3.4,-2.0,-0.3,4.7,-0.9,99.9,1.4
O=C(COC(=O)/C=C/c1cccc(Cl)c1)NC1CCCC1,1.2,-5.5,0.7,14.1,-0.5,-3.4,0.2,2.1,-0.4,103.1,-0.4
O=C(N/N=C/c1ccc(F)c(F)c1)c1cc2c(s1)-c1ccccc1CC2,1.6,-14.3,-2.0,13.2,2.9,14.0,-0.4,7.1,-1.6,102.0,3.1
Cc1cc(NS(=O)(=O)c2ccc(NC(=O)Cc3ccc([N+](=O)[O-])cc3)cc2)no1,-2.4,-9.7,22.3,-14.3,0.6,-5.2,-0.7,2.7,-0.4,105.4,2.0
C[C@H](CO)N1C[C@H](C)[C@@H](CN(C)Cc2ccc3c(c2)OCO3)Oc2ccc(NS(C)(=O)=O)cc2C1=O,1.8,2.0,0.7,0.6,-2.7,5.7,-0.4,18.3,-3.2,106.3,-0.6
CCn1nc(C)cc1C(=O)n1nc(C)c(Sc2ncccn2)c1C,0.7,-19.3,-1.4,15.0,-10.9,2.8,-2.1,9.7,-2.0,.,1.3
Cc1cccc(OCCSc2ncnc3nc[nH]c23)c1,0.1,-3.1,19.0,-1.1,4.9,-8.8,-0.7,11.0,-2.1,.,1.0
CCCNCCC(c1ccco1)c1ccccc1OC (centres undefined),3.1,.,26.3,-13.2,-5.6,3.8,0.6,9.3,-1.9,98.1,2.9
CC(=O)Nc1cccc(OCc2cccc([N+](=O)[O-])c2)c1,2.9,.,-22.4,-3.6,-3.0,6.5,.,11.3,-2.6,98.3,.
CC(C)CNC(=O)c1ccccc1NC(=O)CCSc1ccccc1,2.1,.,-3.6,10.1,-2.7,2.5,-1.5,-7.6,1.2,81.0,1.4
COC(=O)C1=C(N)Oc2cc(C)[nH]c(=O)c2C1c1ccccc1OC (centres undefined),-0.6,31.9,19.6,8.5,-7.5,-0.5,-0.3,18.2,-3.4,97.1,-0.6
CCN1CCN(CCOc2ccccc2-c2ccccc2)CC1,0.2,-18.5,18.1,7.2,-8.0,-0.5,-1.9,9.3,-1.9,95.9,-2.2
Cc1cc(C(F)(F)F)nc(SCCN2CCOCC2)c1C#N,0.4,5.3,-52.8,-22.1,3.2,-6.6,0.8,3.1,-0.6,108.5,0.5
CN1CCCC(OC(=O)c2ccccc2Br)C1 (centres undefined),3.6,-14.5,5.3,15.2,2.8,-4.1,0.8,10.9,-2.2,115.3,-0.6
CCN(CC(=O)Nc1cc(S(=O)(=O)N2CCCCC2)ccc1Cl)Cc1ccccc1,1.5,-19.4,-3.1,.,0.8,8.5,-1.3,-12.1,1.9,99.5,0.9
Cc1ccc(C(=O)NCC(c2ccco2)N2CCc3ccccc32)cc1 (centres undefined),4.8,0.2,-10.2,.,-3.5,-4.4,0.6,8.8,-1.4,.,2.5
CC1CC(C)CN(c2ncc3c(n2)CC(c2ccc(Cl)cc2)CC3=O)C1 (centres undefined),1.0,-13.4,-2.8,28.2,3.7,-6.9,-1.3,3.7,-0.7,101.1,1.1
CCN(C(=O)CSc1nnc(-c2cccs2)n1N)c1c(N)n(Cc2ccccc2)c(=O)[nH]c1=O,3.2,-1.3,15.0,15.0,0.2,2.7,-1.2,10.2,-1.9,104.9,1.9
C=CCNC(=O)CN1CCN(C(c2ccccc2)c2ccccc2)CC1,-1.6,-13.2,24.9,-9.4,-8.7,-5.3,-2.0,10.3,-2.1,117.0,1.0
Cc1cc(C)cc(NC(=O)C2CCN(c3cnccn3)CC2)c1,1.5,111.0,7.0,-6.0,-3.6,-0.6,2.0,18.4,-3.7,94.2,-1.6

# Arrestin-AP2 inh, hit marks shown above.
SMILES | phage Ecoli inh | SUMO Mot1 rescue | Arrestin-AP2 inh | PfHsp90 set2 | PKA-R1A act | Tat transport | OPRM1-OPRD1 inv | OPRM1-OPRD1 ag | DSG3 Ab inh | AddAB inh
Cn1c(C(=O)NC2CCCCC2)cc2c(=O)n3ccccc3nc21 | 0.4 | 11.1 | 59.6* | 4.5 | 12.3 | -6.1 | 7.8 | -1.5 | 103.1 | 1.9

# Single records, as listed above. Screens in order: phage Ecoli inh | SUMO Mot1 rescue | Arrestin-AP2 inh | PfHsp90 set2 | PKA-R1A act | Tat transport | E coli growth | OPRM1-OPRD1 inv | OPRM1-OPRD1 ag | DSG3 Ab inh | AddAB inh
# CC(C)CNC(=O)c1ccccc1NC(=O)CCSc1ccccc1 is entered as 2.1 | . | -3.6 | 10.1 | -2.7 | 2.5 | -1.5 | -7.6 | 1.2 | 81.0 | 1.4
# COc1ccc(-c2ncn(CCC#N)c2[N+](=O)[O-])cc1 is entered as 6.2 | 0.6 | -1.9 | -8.4 | 8.8 | -11.4 | 7.4 | -6.7 | 0.9 | 89.4 | 10.1
# O=C(Nc1ccc(F)cc1F)c1ccc(S(=O)(=O)N2CCCCC2)cc1 is entered as -0.6 | -8.7 | -18.8 | 10.3 | 7.1 | -0.9 | -4.6 | 8.3 | -1.5 | 104.1 | 0.6
# CN(c1ccccc1)S(=O)(=O)c1cccc(NC(=O)CCNC(=O)c2ccccc2)c1 is entered as 1.6 | -8.0 | -10.9 | 27.2 | -9.7 | 3.0 | -2.3 | 14.2 | -3.5 | 87.6 | 1.2
# CC(C)c1cc(O)c(-c2ccccc2)c(=O)n1-c1ccc(Cl)cc1 is entered as -2.9 | 18.6 | 11.8 | -5.9 | -16.6 | 4.4 | -2.6 | 20.7 | -4.0 | 100.0 | 1.6

# New compounds follow
SMILES,phage Ecoli inh,SUMO Mot1 rescue,Arrestin-AP2 inh,PfHsp90 set2,PKA-R1A act,Tat transport,E coli growth,OPRM1-OPRD1 inv,OPRM1-OPRD1 ag,DSG3 Ab inh,AddAB inh
CS(=O)(=O)N(CC(=O)Nc1ccccc1F)C1CCCCC1,2.4,-18.5,-2.6,8.6,10.1,0.4,-0.1,15.0,-3.2,102.4,2.2
COc1ccc(CN2CCNC(=O)C2CC(=O)NCCCC2CCCC2)c(C)c1C (centres undefined),-0.4,-3.1,-9.3,0.9,-4.0,11.8,-2.9,17.2,-3.4,105.2,-1.5
CC(=O)N(C)c1ccc(NC(=O)c2ccccc2C(=O)O)cc1,2.4,4.4,2.4,.,7.7,-2.4,1.3,-4.4,0.9,114.6,1.2
CCn1c(=O)c([N+](=O)[O-])c(NCCc2ccc(OC)c(OC)c2)c2ccccc21,2.2,162.8,-10.7,20.3,-3.7,-3.6,0.7,9.1,-1.9,81.0,3.9
CC(C)[C@H](NC(=O)c1ccccc1F)C(=O)OCCN1C(=O)c2ccccc2C1=O,1.9,-5.0,8.8,-1.1,-12.4,8.2,1.3,6.3,-1.3,.,-2.0
CCNC(=S)NNC(=O)c1cc(C)nc2ccccc12,4.0,2.2,1.9,8.8,0.5,-7.7,1.9,18.6,-3.5,113.0,1.7
CC1CC(C)CN(CCCNC(=O)Cn2ncn3cccc3c2=O)C1 (centres undefined),-1.5,-1.2,22.2,.,-6.8,-9.7,1.2,1.6,-0.3,.,3.4

# Screening data as filed in PubChem BioAssay.
